Screening data: PubChem, several laboratories
PfHsp90 set2: reduces growth (ATP signal) of yeast expressing P. falciparum Hsp90. 0.32% of 310,000 active. AID 504621. S. cerevisiae expressing PfHsp90, BacTiter-Glo ATP, 48 h; yeast lacking PDR1 and PDR3 efflux regulators. inhibition, % at 9.4 µM;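 active = every replicate shows inhibition above about 80%, whatever the replicate mean, limit read from the data; inconclusive = mean inhibition reaches the set limit but some replicate falls short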;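 note: 0% = DMSO neutral controls and 100% = 20 µM radicicol positive controls; yeast relying on Plasmodium falciparum Hsp90 in place of its own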
Wnt act: Wnt/beta-catenin pathway activation. Wnt/beta-catenin reporter cell assay, activator, plate reader. activation, % at 9.35 µM. 1.2% of 300,000 active. AID 743398; in the data active = activation above about 30%, passing the limit was not always enough; inconclusive = no clear call, values can overlap the other calls;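 note: 0% = neutral control wells and 100% = positive control wells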
DAGLB inhibitor: diacylglycerol lipase beta (human) inhibition | HEK293T DAGLB membrane lysate, EnzChek fluorogenic substrate | inhibition, % at 5.17 µM | 0.059% of 340,000 active | AID 504411; in the data active = inhibition above about 34%;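 note: 0% = enzyme with vehicle and 100% = wells lacking enzyme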
Target sequence (Q8NCG7 whole entry, looked up): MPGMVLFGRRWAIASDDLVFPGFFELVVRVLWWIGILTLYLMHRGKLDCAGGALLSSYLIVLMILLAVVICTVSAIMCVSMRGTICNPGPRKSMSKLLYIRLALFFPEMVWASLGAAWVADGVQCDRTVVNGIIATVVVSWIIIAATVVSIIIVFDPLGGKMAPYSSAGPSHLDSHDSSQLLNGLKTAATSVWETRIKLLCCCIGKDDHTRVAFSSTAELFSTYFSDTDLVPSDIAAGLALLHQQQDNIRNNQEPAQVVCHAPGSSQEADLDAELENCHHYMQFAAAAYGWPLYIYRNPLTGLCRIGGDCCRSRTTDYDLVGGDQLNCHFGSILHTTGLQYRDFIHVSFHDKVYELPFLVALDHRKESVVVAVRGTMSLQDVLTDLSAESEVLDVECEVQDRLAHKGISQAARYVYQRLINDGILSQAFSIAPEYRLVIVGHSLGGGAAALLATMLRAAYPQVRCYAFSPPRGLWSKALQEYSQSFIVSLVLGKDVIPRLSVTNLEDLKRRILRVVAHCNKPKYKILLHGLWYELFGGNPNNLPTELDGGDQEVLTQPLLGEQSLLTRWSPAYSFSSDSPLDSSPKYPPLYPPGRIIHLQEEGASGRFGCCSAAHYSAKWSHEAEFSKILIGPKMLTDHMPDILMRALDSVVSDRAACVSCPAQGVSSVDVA
E coli growth: bacterial growth inhibition, counter-screen for AddAB inhibitors; E. coli V3065 growth, OD600 absorbance, 18 h; inhibition, % at 11.9 µM; 0.27% of 330,000 active; AID 449728;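 active = inhibition above the campaign's mean inhibition across all tested compounds plus 3 SD, cut at about 9.9% in these data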;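 note: uninfected addAB+ strain grown without phage in ampicillin broth; 0% = DMSO wells and 100% = ciprofloxacin 0.95 µg/ml wells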
Rtt109 Vps75: C. albicans Rtt109 histone acetyltransferase inhibition; 0.16% of 330,000 active; purified Rtt109/Vps75, ThioGlo CoA-SH fluorescence, 4 h; Q5AAJ8; inhibition, % at 34.9 µM;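 active = inhibition of at least 50% in every replicate; inconclusive = best replicate reaches 50% inhibition but some replicates fall short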
Target sequence (Q5AAJ8 whole entry, looked up): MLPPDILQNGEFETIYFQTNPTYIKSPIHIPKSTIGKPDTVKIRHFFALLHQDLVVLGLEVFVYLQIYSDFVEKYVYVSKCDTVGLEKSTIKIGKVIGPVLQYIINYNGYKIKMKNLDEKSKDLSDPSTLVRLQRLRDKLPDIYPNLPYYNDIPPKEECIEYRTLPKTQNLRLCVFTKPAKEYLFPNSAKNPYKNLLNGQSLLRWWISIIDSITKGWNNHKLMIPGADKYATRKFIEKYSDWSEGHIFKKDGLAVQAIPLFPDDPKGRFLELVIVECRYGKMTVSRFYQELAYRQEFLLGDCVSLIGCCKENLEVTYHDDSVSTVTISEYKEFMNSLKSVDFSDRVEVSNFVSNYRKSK
phage Ecoli inh: E. coli growth loss with phage present. growth absorbance. inhibition, % at 11.9 µM. 0.26% of 360,000 active. AID 651602; in the data active = inhibition above about 11%
Tat transport: inhibitors of E. coli Tat protein transport. inhibition, % at 10 µM. AID 488895. E. coli MC4100 TorA-mCherry Tat export, fluorescence. 0.036% of 340,000 active;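 active = mean replicate inhibition at least 50% and at least half of replicates individually reaching 50%; inconclusive = only one of the two criteria met; inactive = neither criterion met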;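 note: exported cargo escapes ClpAP degradation while cytoplasmic cargo is degraded and loses fluorescence; 0% = median of neutral control wells and 100% = median of NaSCN control wells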
CAL PDZ FP: human CAL PDZ-peptide interaction inhibition. purified CAL PDZ, TMR-peptide fluorescence polarization, 1 h. inhibition, % at 20 µM. 0.02% of 330,000 active. AID 504414;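 active = highest replicate inhibition of at least 40%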;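 note: plate controls were DMSO neutral control wells for no effect and unlabeled competitor peptide control wells for full effect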
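Test system: purified CerCALP PDZ construct; Compound dosing: one concentration, 20 µM compound; Also added: TMR-labelled reporter peptide T*-PRC34 bound in PDZ groove; Read-out: inhibition from polarization loss; Controls: unlabelled peptide and DMSO controls; Signal: FP readout, S and P plane fluorescence; Incubation: 1 h at RT.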
AddAB inh: less growth of phage-infected E. coli with AddAB | E. coli expressing H. pylori AddAB, absorbance growth | inhibition, % at 11.9 µM | 0.29% of 330,000 active | AID 435030; in the data active = inhibition above about 12%;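 note: 0% = vehicle wells of infected cells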
PvdQ inh: P. aeruginosa PvdQ acylase inhibition. purified PvdQ acylase, fluorescence plate reader. inhibition, % at 10 µM. 0.063% of 340,000 active; in the data active = inhibition above about 30%, passing the limit was not always enough; inconclusive = no clear call, values can overlap the other calls;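 note: 0% = vehicle neutral wells and 100% = reference inhibitor wells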
* marks the source's active call; other numbers are inactive results; ? = inconclusive; · = not tested or not shown. No enrichment for hits; any-hit rate near 1.9%.

SMILES	PfHsp90 set2	Wnt act	DAGLB inhibitor	E coli growth	Rtt109 Vps75	phage Ecoli inh	Tat transport	CAL PDZ FP	AddAB inh	PvdQ inh
Cn1cc(S(=O)(=O)N2CCN(c3ccccc3F)CC2)c(=O)n(C)c1=O	-7	-2	1	0.5	-7	1.5	21	-0.3	-4.3	-9
CC(C)C12CN3CC(C(C)C)(CN(C1)C3c1ccccc1O)C2=O (stereo unspecified)	-4	-6	-8	0.4	6	1.5	-3	0.7	1.6	2
CCOC(=O)N1CCN(C2CC(=O)N(c3ccc(Oc4ccccc4)cc3)C2=O)CC1 (stereo unspecified)	-24	·	-4	1.1	0	0.0	4	·	0.8	-19
O=C(NCC1CC1)c1ccc(Nc2nc3ccc(Br)cc3[nH]2)cc1	-11	-2	4	1.4	-13	3.3	-27	-1.7	0.8	-15
O=c1c2ccccc2[nH]c(=S)n1Cc1cccnc1	24	1	0	2.2	15	0.3	-6	-1.3	1.4	-9
CCC(=O)c1ccc(OCCSc2ncccn2)cc1	8	0	-6	-1.4	1	0.9	1	-2.3	1.4	-6
O=C(/C=C/Nc1ccc(F)cc1)c1ccco1	11	·	0	4.5	2	1.1	-6	-0.7	0.3	11
CC(C)(C)c1ccc(CS(=O)(=O)CC2(O)CCN(C(=O)c3cccc(C(F)(F)F)c3)CC2)cc1	·	·	-1	-1.2	10	0.5	1	-0.6	1.2	4
COC(=O)CN(C)C(=O)c1ccc(OC)c(OC2CCN(C(C)C)CC2)c1	9	-1	1	1.0	3	4.6	-3	·	0.9	-23
O=C(O)CNC(=O)c1ccccc1F	-1	·	-1	0.9	-8	1.7	6	0.4	1.7	6
Cc1cccc2cc(CN(Cc3nnnn3Cc3ccco3)C3CCCC3)c3nnnn3c12	·	-7	-3	2.8	-4	2.2	5	-0.8	3.0	0
COc1ccccc1NS(=O)(=O)c1cccc(C(=O)N2CC(C)OC(C)C2)c1 (stereo unspecified)	·	-1	1	0.1	2	-0.3	-10	-1.2	0.7	-18
COc1ccc(OCc2cccc(C(=O)NN)c2)cc1	22	3	-2	1.0	4	1.2	-10	-0.9	3.4	-9
O=c1c2ccccc2nc(-c2cccs2)n1-c1cccc2ccccc12	-35	0	-5	-0.3	39	4.8	0	-2.6	-0.7	0
O=C(Nc1cn(-c2ccccc2)nc1-c1ccc(Cl)cc1)c1ccccc1	7	·	-7	2.7	-3	2.0	1	-0.7	2.9	-20
COc1ccc(/C=C(\C#N)C(=O)OCC(=O)Nc2ccc(C(C)(C)C)cc2)cc1	13	·	-2	-0.2	-3	0.1	1	-1.2	-0.2	-11
CC(C)c1ccc(/C=C2\Oc3c(ccc(O)c3CN3CCN(C)CC3)C2=O)cc1	36	-1	-4	1.6	·	2.4	0	-1.6	1.2	-13
CC(=O)CCc1c(C)nc2ccc(C(=O)O)cc2c1Cl	-14	0	-6	-2.7	3	3.5	-12	0.8	1.9	2
Cn1c(=O)[nH]c(=O)c2c1nc(N1CCCC1)n2CC(O)COc1ccccc1 (stereo unspecified)	-2	-2	1	1.3	-11	3.9	12	-0.6	2.3	0
O=C(CCS(=O)(=O)c1ccccc1)Nc1ccc(S(=O)(=O)Nc2ncccn2)cc1	16	-1	-1	-2.3	3	2.2	-7	0.0	1.3	5
Cc1cc(Cl)ccc1OC(C)C(=O)Nc1ccccc1N1CCOCC1 (stereo unspecified)	-16	-2	-10	0.0	-17	-1.5	-12	-1.7	3.6	2
Clc1ccc(-c2csc(N/N=C/c3cccnc3)n2)c(Cl)c1	-11	0	0	1.8	14	3.4	-3	0.6	2.8	2
O=C1C2C3C=CC(C3)C2C(=O)N1Cc1ccccc1 (stereo unspecified)	·	·	0	-1.1	-2	-1.5	-2	-1.4	0.0	8
Cc1cnc(NC(=O)c2ccc3c(c2)OCCO3)s1	10	-23	2	1.6	-5	3.2	-3	-0.4	-0.3	25

Continued (2 carried over from the part before).
SMILES	PfHsp90 set2	Wnt act	DAGLB inhibitor	E coli growth	Rtt109 Vps75	phage Ecoli inh	Tat transport	CAL PDZ FP	AddAB inh	PvdQ inh
O=C1C2C3C=CC(C3)C2C(=O)N1Cc1ccccc1 (stereo unspecified)	·	·	0	-1.1	-2	-1.5	-2	-1.4	0.0	8
Cc1cnc(NC(=O)c2ccc3c(c2)OCCO3)s1	10	-23	2	1.6	-5	3.2	-3	-0.4	-0.3	25
Cc1cc2ccccc2n2c(SCC(=O)Nc3ccc(S(=O)(=O)N4CCC(C)CC4)cc3)nnc12	-4	-1	-9	-0.3	1	3.6	0	0.1	2.4	1
O=C(NC1=NCCS1)c1ccc(Cl)c(S(=O)(=O)N2CCCC2)c1	0	-2	0	-2.0	-27	3.7	0	-1.0	-0.3	-15
NC(=O)c1c(NC(=O)Cn2nc(C(=O)O)c3ccccc3c2=O)sc2c1CCC2	-36	2	3	0.8	-5	-1.1	-3	0.2	-0.6	-12
CC(=O)Nc1ccc(N2CCN(C(C)=O)CC2)cc1	11	-1	0	0.9	·	0.1	2	-1.5	0.6	-1
CCOC(=O)C(C)n1cnc2sc(C)c(C)c2c1=O (stereo unspecified)	-5	·	-1	-3.8	-5	3.3	0	-2.1	-1.6	-12
O=C(Nc1ccc(-c2nc3cccnc3s2)cc1)c1ccc(Cl)nc1	18	8	-2	-1.0	-5	3.2	1	12	-0.2	-18
COc1ccccc1CNC(=O)C1=CCN(S(=O)(=O)c2ccc(C)cc2)CC1	2	-7	0	-0.1	·	0.6	-5	-3.6	2.2	5
O=C(CN1CCCCCC1)Nc1cc([N+](=O)[O-])ccc1Cl	-6	-16	0	-0.1	-2	1.6	1	-2.0	4.2	8
CCOC(=O)Cc1csc(-n2sc3ccccc3c2=O)n1	6	5	3	0.6	5	2.2	-21	-1.8	2.1	-4
Cc1onc(C(=O)N2CCN(C(c3ccccc3)c3ccccc3)CC2)c1[N+](=O)[O-]	-5	-4	-5	2.1	-3	1.8	1	-0.3	6.7	-25
Cc1nc(Nc2ccc(S(N)(=O)=O)cc2)oc1C	-17	·	-2	9.9*	4	12*	-10	0.3	15*	-15
CC1(C)C(=O)Nc2ccccc2N1C(=O)COC(=O)/C=C/c1ccc(OC(F)F)cc1	·	-3	4	-0.1	7	-1.5	-6	-1.8	0.7	-5
CN1CCN(CC(C)(C)NS(=O)(=O)c2ccccc2)CC1	-8	-3	-2	-0.4	3	3.6	-7	-0.5	1.5	6
C=CCc1ccccc1OCC(O)CN1CCN(CCN2C(=O)c3cccc4cccc(c34)C2=O)CC1 (stereo unspecified)	48	15	-1	-2.4	20	3.5	9	-4.5	-0.8	-9
Cc1c(NC(=O)c2c(O)c3ccccc3n(C)c2=O)c(=O)n(-c2ccccc2)n1C	0	-1	-2	-3.1	4	3.0	-2	0.1	1.7	2
CCOC1=NN(c2ncc(C(F)(F)F)cc2Cl)C(=O)/C1=C/N(C)C	34	-1	0	-0.6	-4	5.3	-3	-0.8	2.1	-13
Cc1cc(C)c2c(N)c(C(=O)Nc3ccc(F)cc3)sc2n1	11	51*	0	1.0	-1	2.8	3	0.6	1.6	1
Cc1cc(=O)oc2c(C(=O)/C=C/c3ccccc3)c(O)ccc12	31	·	0	-2.6	8	1.1	-6	-0.5	2.5	-2
COc1cc(NC(=O)NS(=O)(=O)c2ccc(C)cc2)cc(OC)c1	·	·	2	-1.7	-1	1.5	-7	-0.3	0.9	-7
COc1ccc(C(CNC(=O)c2cc(SC)ccc2Cl)N(C)C)cc1 (stereo unspecified)	1	2	0	1.6	-5	0.0	?	-1.5	1.3	-1
Cc1ccc(-n2c(SCC(=O)N3CCC(C(=O)O)CC3)nc3ccccc3c2=O)cc1C	-30	-2	-1	0.1	0	-0.6	2	0.7	1.9	-17
CCN(CC(=O)N1CCCC1)S(=O)(=O)c1ccc(OC)cc1	-19	0	-8	·	-6	0.9	-5	-5.3	·	-30
Cc1ccc(NS(=O)(=O)c2ccc(NC(=O)C3CC3)cc2)c(C)c1	-11	0	-1	0.5	1	1.0	4	-1.1	0.6	-4
Cc1nn(Cc2ccc(Cl)cc2)c(C)c1NC(=O)CCCn1nc([N+](=O)[O-])c(Cl)c1C	5	1	1	-0.8	-5	1.5	-13	-2.2	1.0	13
O=C(O)c1ccccc1Sc1ncnc2sccc12	-21	-2	-1	-1.5	-6	4.4	-8	-3.7	-1.9	1
N/C(=N\OS(=O)(=O)c1ccc2ccccc2c1)c1cccnc1	-13	-7	2	-0.3	-7	3.9	-8	-2.9	1.1	-12
C[C@H](NC(=O)[C@@H]1Cc2ccccc2CN1)C(=O)NC1CCCC1	5	-1	-5	1.1	2	0.7	-1	-5.1	-0.1	-6
Cc1cccc(OCc2n[nH]c(=S)o2)c1	11	-12	2	-0.3	5	0.4	-1	0.0	3.4	-6
COc1ccccc1OCC(=O)N/N=C1\CCc2ccccc21	-5	·	-1	-2.2	5	0.8	-4	0.4	2.7	-25
COc1ccc(C(=O)NNC(=O)C23CC4CC(CC(C4)C2)C3)c(OC)c1	5	-1	-1	-1.8	6	-0.5	2	-1.5	1.1	-4
Cc1ccc(CS(=O)(=O)CCC(=O)NCCN(C)Cc2ccccc2)cc1	-14	-4	2	-0.2	-4	2.7	-1	0.6	2.3	-8
O=C(Nc1ccc(Cl)cc1Cl)c1n[nH]c(Cn2cncn2)n1	-15	·	2	1.8	8	0.9	-5	-0.9	1.9	-20
COc1ccc(N(CC(=O)NC2CCCC2)C(=O)c2ccc(C)s2)cc1OC	-28	-1	0	-0.8	-14	1.0	-7	-2.7	0.2	-7
Cc1ccc(-c2nc3ccc(NS(=O)(=O)c4ccccc4)cc3[nH]2)o1	-53	22	0	1.1	4	0.4	3	-1.1	1.3	-5
Cc1sc2ncn(CC(=O)N3CCCCC3)c(=O)c2c1C	-7	3	0	-2.1	·	3.1	-1	-1.0	0.2	-16
O=C(NCCC(=O)N1CCC2(CC1)NCCc1[nH]cnc12)c1cccc(Cl)c1	17	-1	0	-2.1	-4	1.6	-4	0.2	0.0	-7
CN(C)c1ccc(/C=N/n2c(-c3cccnc3)n[nH]c2=S)cc1	-12	·	0	-0.3	·	1.2	-5	-2.1	-0.2	-19
CC1CN=C(N(C(=O)Nc2ccccc2)c2ccc(S(=O)(=O)N3CCOCC3)cc2)S1 (stereo unspecified)	-7	-3	0	-0.1	-6	2.5	1	-0.9	-0.2	-17
Nc1ccc(OC(=O)Nc2ccc(O)cc2)cc1	-50	11	2	-4.1	5	1.4	5	-1.1	-2.4	-4
CCCCC(=O)NS(=O)(=O)c1ccc(N=NN(CC)CC)cc1	-29	-1	1	1.3	-16	4.4	11	0.0	3.4	-3
CCCS(=O)(=O)N1CCCC(C(=O)NC(C)c2ccc3c(c2)OCCO3)C1 (stereo unspecified)	-9	·	-2	0.9	-10	-0.2	-5	-0.4	5.5	-12
CC(=O)Nc1ccc(NC(=O)CN(C)S(=O)(=O)c2ccc3c(c2)CCC(=O)N3)cc1	5	-1	2	-1.5	-18	0.0	-3	-2.4	1.9	-3
